# Compound activity (PubChem BioAssay)
# Siah-1 displacement: Siah-1 peptide-binding antagonists, primary screen, biochemical, fluorescence polarization, rhodamine-plectin, uHTS (AID 1817). E3 ubiquitin-protein ligase SIAH1 (Homo sapiens). displacement, % at 20 µM, or IC50 in µM where a hit was titrated. 290,000 compounds, 0.02% hits. Siah-1 / rhodamine-plectin peptide fluorescence polarization; higher % means a stronger effect;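 active means displacement of at least 50% at 20 µM, with a fluorescence ratio check between 0.3 and a set limit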;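 further: plate controls were Siah plus tracer with DMSO for no effect and tracer alone without Siah for full effect; strong numbers were not always called active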
# NTR1 agonist: agonists of NTR1, primary screen, imaging, U2OS cells, beta-arrestin-GFP, high content (AID 493036); Neurotensin receptor type 1 (Homo sapiens), P30989; NTR1-U2OS beta-arrestin-GFP spot imaging, agonist mode; activation, % at 20 µM; 330,000 compounds, 0.17% hits;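 active means activation at or above 40% of the spot to cytoplasm intensity ratio, with at least 20 cells analyzed; inconclusive means wells under 20 cells, flagged as cytotoxic or low count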;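 further: 0% = DMSO without peptide and 100% = 100 nM NTR1 peptide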
# Target sequence (P30989 whole entry, looked up): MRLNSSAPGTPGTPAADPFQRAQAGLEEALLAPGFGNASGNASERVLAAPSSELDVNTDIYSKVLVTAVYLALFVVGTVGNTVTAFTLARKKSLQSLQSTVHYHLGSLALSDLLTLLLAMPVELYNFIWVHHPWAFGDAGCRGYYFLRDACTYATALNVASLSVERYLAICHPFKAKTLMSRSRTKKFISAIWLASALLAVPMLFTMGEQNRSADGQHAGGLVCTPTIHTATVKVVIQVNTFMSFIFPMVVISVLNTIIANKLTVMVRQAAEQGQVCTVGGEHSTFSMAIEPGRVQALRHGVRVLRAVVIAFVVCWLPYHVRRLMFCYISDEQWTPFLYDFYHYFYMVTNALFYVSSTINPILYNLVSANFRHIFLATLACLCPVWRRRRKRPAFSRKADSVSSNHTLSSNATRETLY
# RSV antiviral HEp-2: RSV antiviral activity via CPE protection, HEp-2 cells, primary 10 µM value included (AID 2391) | HEp-2 cells, RSV-induced CPE inhibition; higher % means a stronger effect | one-dose CPE inhibition, % at 10 µM; IC50 in µM for titrated hits | 310,000 compounds, 0.13% hits; in the data active means a potency from the dose series; inconclusive means CPE inhibition mostly from about 23% at the one dose, without a potency; inactive means the rest, 99 in 100 with CPE inhibition below about 21%; further: strong numbers were not always called active
# AID2073: inhibitors of Mint1-CaV2.2 protein interaction, biochemical, HTRF (AID 2073); Voltage-dependent N-type calcium channel subunit alpha-1B (Homo sapiens); HTRF protein-protein interaction, Mint1-CaV2.2; higher % means a stronger effect; inhibition, % at 20 µM; hits with a dose series show IC50 in µM; 290,000 compounds, 0.19% hits; in the data active means inhibition mostly above about 51%, no sharp cut-off; inconclusive means no clear call, values can overlap the other calls; inactive means mostly below about 53%; further: some results filed as inactive read as strong as hits
# UTI89 phage lysis: inhibition of K1F phage lysis, E. coli UTI89, bacterial capsule biogenesis inhibitors, alamar blue (AID 488966) | E. coli UTI89 K1F phage lysis, alamar blue, 2 h; higher % means a stronger effect | 340,000 compounds, 0.02% hits | inhibition, % at 100 µM; hits with a dose series show IC50 in µM;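 active means phage lysis inhibition, versus mean bacterial control, above a set limit; inconclusive means no clear call, values can overlap the other calls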;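 further: capsule biogenesis inhibitors block K1F phage lysis so surviving cells raise fluorescence; higher fluorescence means more inhibition of phage lysis; actives were called in the ten point dose series up to 300 µM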
# Rac1 GTP hydrolysis: MgcRacGAP GTPase-activating activity inhibitors, confirmation, biochemical, ADP Hunter fluorescence. Rac GTPase-activating protein 1 (Homo sapiens). MgcRacGAP-stimulated Rac1 GTP hydrolysis, ADP Hunter fluorescence; higher % means a stronger effect; GST-tagged Rac1 F28L mutant substrate. inhibition, % at 30 µM; hits with a dose series show IC50 in µM. 340,000 compounds, 0.6% hits;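 active means first-screen hits whose inhibition reached a set limit at any dose in the follow-up dose series; inconclusive means inhibition above the set first-screen limit but never retested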;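 further: fluorescence reports GDP produced by GAP-driven GTP hydrolysis; strong numbers were not always called active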
# Dengue-2 NS5 capping: Dengue-2 NS5 methyltransferase inhibitors, primary screen, biochemical, confirmation dose response (AID 588689); 340,000 compounds, 0.3% hits; inhibition, % at 25 µM; hits with a dose series show IC50 in µM; Genome polyprotein (Dengue virus type 2 (strain 16681-PDK53)); Dengue-2 NS5 methyltransferase capping enzyme assay, biochemical; higher % means a stronger effect; in the data active means a potency from the dose series; inconclusive means inhibition above about 29% without an active follow-up result
# Large T inhibition: SV40 large T antigen inhibitors, biochemical (AID 1903); SV40 large T antigen ATPase/helicase inhibition assay; higher % means a stronger effect; inhibition, % at 20 µM, or IC50 in µM where a hit was titrated; 310,000 compounds, 0.39% hits; in the data active means a potency from the dose series; inconclusive means inhibition mostly from about 32% at the one dose, without a potency; inactive means the rest, 99 in 100 with inhibition below about 32%; further: strong numbers were not always called active
# West Nile antiviral: West Nile virus antiviral activity, cell-based, CPE readout (AID 1621); West Nile virus-infected cells, CPE inhibition; higher % means a stronger effect; CPE inhibition, % at 10 µM; hits with a dose series show IC50 in µM; 290,000 compounds, 0.02% hits; in the data active means a potency from the dose series; inconclusive means CPE inhibition mostly from about 3.7% at the one dose, without a potency; inactive means the rest, 99 in 100 with CPE inhibition below about 2.2%; further: strong numbers were not always called active
# NTR1 agonist cell count 20 µM: second read-out of NTR1 agonist, no call of its own (marks repeat the call); cell count; measured here: cell count, cytotoxicity flag
# Dengue-2 NS5 capping pilot replicate: further read-out of Dengue-2 NS5 capping, marked with its call; inhibition, %; measured here: pilot screen replicate inhibition
# * hit, by the source's call; ? = inconclusive; . = not tested or not shown; [ ] = dose if it differs, or a comment. Hits appear at their usual frequency; overall some 1.6% were active at least once.
SMILES,Siah-1 displacement,NTR1 agonist,NTR1 agonist cell count 20 µM,RSV antiviral HEp-2,AID2073,UTI89 phage lysis,Rac1 GTP hydrolysis,Dengue-2 NS5 capping,Large T inhibition,West Nile antiviral,others
CCC(C)(C(=O)NC1CCCCC1)N(Cc1ccco1)C(=O)c1ccccn1 (stereo unspecified),-1%,1.4,85,3.0%,4%,0.6%,3%,5%,9%,-0.8%,
O=[N+]([O-])c1ccc(/C=C/C2=NN(c3ccccc3)C(c3ccco3)C2)o1 (stereo unspecified),4%,.,.,.,49%,0.5%,2%,?,6%,-0.5%,
CCSc1ccc([C@@H]2[C@H]3C(=O)N(C)C(=O)[C@H]3[C@]3(C(=O)OC)CCCCN23)cc1OC,.,-3.2,55,6.2%,.,-0.6%,4%,1%,8%,.,
O=C(CC1C(=O)N(c2ccccc2)C(=S)N1c1ccccc1)c1ccc(Br)cc1 (stereo unspecified),2%,1.9,89,1.2%,-8%,0.3%,6%,-10%,12%,-0.4%,
O=C(C(=O)N1CCN(c2ccccc2F)CC1)c1cn(CC(=O)N2CCOCC2)c2ccccc12,7%,0.1,56,0.5%,44%,-0.2%,-4%,-17%,.,-0.1%,
O=C(NCCS(=O)(=O)N1CCC2(CC1)OCCO2)c1ccccc1,.,2.0,71,-0.4%,.,0.9%[50 µM],10%,-6%,2%,.,
COCc1cc(C)nc(SCC(=O)N2CCC(C)CC2)c1C#N,-3%,0.0,56,0.2%,9%,1.3%,3%,2%,2%,-1.0%,
O=S(=O)(NC1CCN(S(=O)(=O)c2ccc3c(c2)OCCO3)C1)c1c(F)cccc1F (stereo unspecified),.,-2.1,73,-0.2%,.,-5.1%,4%,-4%,.,.,
O=C(CSc1nnc(-c2cccnc2)o1)Oc1ccccc1,2%,0.3,81,1.8%,12%,-0.1%,3%,7%,34%,0.7%,
COc1ccccc1CN1CCNC(=O)C1CC(=O)NCc1csc(C)n1 (stereo unspecified),1%,-0.3,78,0.5%,1%,0.2%,8%,12%,18%,0.2%,
Cc1ccc(NC(=O)CSc2nc(=O)cc(N)n2CCc2ccccc2)cc1,0%,-0.8,85,4.1%,2%,-0.4%,4%,5%,12%,-0.1%,
COc1cc(/C=C(\NC(C)=O)C(=O)N2CCCCC2)ccc1OC(C)=O,4%,-0.2,69,1.6%,4%,0.2%,8%,-7%,13%,0.2%,
Cc1sc(NC(=O)C2=COCCO2)c(C#N)c1C,.,-0.1,68,-0.5%,.,-0.1%[50 µM],12%,6%,17%,.,
CC(NC(=O)COc1ccc(/C=N/NC(=O)C(=O)Nc2ccccc2Br)cc1)c1ccccc1 (stereo unspecified),2%,0.3,51,3.8%,16%,-0.3%,0%,-2%,4%,0.6%,
O=C(COC(=O)c1c[nH]c(=O)[nH]c1=O)Nc1cccc([N+](=O)[O-])c1,.,-1.5,51,1.2%,.,0.8%[50 µM],1%,7%,.,.,
Cc1cc(C)c(-c2nc3ccccc3s2)[nH]1,2%,1.8,59,8.0%,1%,3.0%,2%,-2%,21%,-0.4%,
Cc1ccc(Cl)cc1-n1c(SCC(=O)NCCC2=CCCCC2)nc2n[nH]c(C)c2c1=N,-2%,15,53,5.5%,13%,0.4%,-3%,-10%,-7%,-0.7%,
O=C(Nc1ccnn1C1CCN(Cc2ccccc2)CC1)c1ccccc1Cl,8%,-0.5,63,-0.4%,2%,1.1%[50 µM],4%,13%,23%,-0.5%,
O=C(CSc1ccc(-c2ccco2)nn1)Nc1ccc(F)cc1F,9%,1.3,72,7.1%,12%,1.6%[50 µM],9%,2%,16%,-0.6%,
COC(=O)[C@]1(C)N[C@H](CN(C)C(=O)Nc2ccc(C)cc2)[C@@H]2C(=O)N(C)C(=O)[C@@H]21,.,-0.8,61,.,.,0.2%,6%,-5%,.,.,Dengue-2 NS5 capping pilot replicate=-7.6
CCc1ccc(NC(=O)NCc2cccnc2)cc1,0%,0.6,46,4.0%,7%,-0.3%[50 µM],6%,-7%,10%,0.1%,
CCOc1cc(NC(=S)NCCOC)c(OCC)cc1NC(=O)c1ccco1,6%,2.4,84,-1.8%,-1%,2.7%,11%,1%,7%,-0.7%,
CCc1ccc(NC(=O)CSc2nnc(-c3n[nH]c4ccccc34)n2-c2ccccc2)cc1,32%,6.0,61,2.6%,30%,8.2%,6%,2%,-5%,0.2%,
CCOC(=O)CNC(=O)Nc1cc(C(C)(C)C)nn1-c1ccccc1,-5%,0.8,53,0.3%,-3%,0.4%,6%,-7%,1%,-0.2%,
CC#CCCc1nc2ccccc2c(=O)n1N,1%,-0.1,89,0.1%,30%,0.5%[50 µM],11%,-10%,3%,-0.4%,
O=C(CSc1nnc(COc2cccc3ccccc23)o1)N1CCN(C(=O)c2ccco2)CC1,1%,1.4,54,0.9%,2%,0.7%,10%,-1%,-5%,0.3%,
Cc1ccc(S(=O)(=O)Nc2cccc(-n3cnnn3)c2)cc1C(=O)O,11%,-0.8,43,0.8%,18%,0.0%,-10%,3%,2%,0.3%,
O=C1NC2(CCCCCC2)C(=O)N1Cc1cccc(Cl)c1,4%,2.5,102,3.6%,10%,-0.1%,5%,-1%,12%,-1.4%,
COc1cc(CC(=O)OCC(=O)c2ccc(F)cc2)cc(OC)c1OC,.,0.4,52,.,.,-1.1%,-7%,0%,.,.,
O=c1[nH]c2ccc(S(=O)(=O)Nc3ccc(Cl)cc3)cc2[nH]1,4%,0.0,77,3.1%,11%,-0.1%,9%,-6%,3%,-0.6%,
COc1cccc(/C=C/C(=O)OCC(=O)NCC2CCCO2)c1 (stereo unspecified),3%,-1.3,56,1.4%,20%,0.5%,9%,-6%,6%,-0.6%,
Cc1ccsc1-c1nc(-c2ccccc2)c(-c2ccccc2)[nH]1,0%,-0.3,91,3.7%,18%,0.7%,6%,-2%,8%,-0.5%,
CCN(CC)S(=O)(=O)c1ccc2c(c1)nc(CCC(=O)OCC(=O)N1CCc3ccccc31)n2C,11%,-1.2,43,3.5%,-11%,2.7%,6%,-3%,0%,-0.1%,
O=C(Cc1ccccc1)N/N=C/c1ccc2cccc(O)c2n1,-9%,1.5,56,3.1%,18%,-0.3%,-1%,6%,-2%,-0.2%,
CC1CCN(C(=O)C2CCN(c3ncnc4c3nc3n4CCCCC3)CC2)CC1,1%,2.7,72,4.4%,9%,0.1%,8%,-3%,6%,0.1%,
COCCCN(C(=O)Cc1ccc(Cl)c(Cl)c1)c1c(N)n(Cc2ccccc2)c(=O)[nH]c1=O,-3%,0.2,52,0.7%,5%,-0.1%,5%,-8%,15%,-0.1%,
O=C(COc1ccc(Br)cc1CO)Nc1ccc(S(=O)(=O)N2CCCC2)cc1,.,2.6,57,.,.,1.2%[50 µM],5%,0%,.,.,
N#C/C(=C\c1ccc(OCc2ccccc2)cc1)C(=O)Nc1nc2c(s1)CCN(Cc1ccccc1)C2,5%,-1.6,89,61%,16%,0.2%,7%,?,13%,1.9%,
COc1ccc(NS(=O)(=O)c2ccc(N3CCOCC3)c(NC(=O)C(C)C)c2)cc1,-3%,-0.1,51,-2.4%,11%,0.1%,12%,1%,-2%,-1.9%,
CC(=O)NC1C(=O)N=C(SCC(=O)NC(C)c2ccccc2)NC1=O (stereo unspecified),-4%,-0.7,62,-1.0%,-14%,2.1%,5%,-1%,5%,.,
O=C(NCc1ccccc1)NC(=O)c1ccc(Cl)cc1,1%,-1.6,52,1.9%,7%,-0.3%,-6%,2%,13%,0.6%,
CCCOc1ccc(CCc2n[nH]c(=S)n2-c2ccccc2)cc1,3%,1.8,61,13%,-2%,-0.2%,-2%,-13%,15%,-1.0%,
Cc1cc(C)c2c(N)c(-c3nnc(SCc4ccc(Cl)cc4)n3C)sc2n1,-1%,2.0,58,2.3%,11%,0.5%,9%,-11%,10%,-0.5%,
CCCCN(C)Cc1c(C)[nH]c2ccc(C)cc2c1=O,3%,0.5,93,0.4%,4%,0.1%,6%,-1%,1%,-1.0%,
COc1ccc(C2C(C(=O)N3CCOCC3)=C(C)NC3=C2C(=O)CC(C)(C)C3)cc1O (stereo unspecified),0%,0.9,79,4.0%,5%,3.1%,-8%,9%,7%,-0.8%,
COC(=O)C1CCN(C(=O)Cc2ccccc2OC)CC1,3%,-1.5,34,3.3%,-8%,0.5%,5%,8%,5%,0.7%,
CN(C)S(=O)(=O)Oc1ccccc1C(=O)Nc1cccc(C(F)(F)F)c1,3%,1.3,95,1.7%,1%,-0.1%,4%,-8%,9%,-1.9%,
COc1ccc(-c2oc(NC(=O)CCl)c(C#N)c2-c2ccc(OC)cc2)cc1,-2%,12,51,-1.2%,17%,-1.2%,1%,10%,4%,0.4%,
COc1ccc(/C=C/C(=O)OCC(=O)Nc2ccc(C)cc2)cc1S(=O)(=O)N1CCOCC1,8%,3.4,63,0.1%,1%,1.7%,3%,-1%,0%,0.0%,
Cn1c(=O)c2c(c3ccccc31)OC(C)(C)CC2,-4%,1.5,68,2.1%,-4%,1.2%[50 µM],0%,4%,11%,-0.3%,
CCOC(=O)CSc1nnc(CNC(=O)c2ccc(S(=O)(=O)N(C)C)cc2)n1C,-1%,-0.7,95,-0.7%,-4%,0.2%,1%,-7%,26%,0.2%,
Cc1sc2nc(N3CCOCC3)[nH]c(=O)c2c1-c1ccccc1,3%,1.5,44,2.1%,20%,2.2%[50 µM],4%,3%,-3%,-0.3%,
CCc1cccc(CC)c1NC(=O)c1ccc(-n2cncn2)nc1,13%,3.1,37,1.2%,-7%,-1.0%,0%,-9%,9%,-0.3%,
CC1CCCN(C(=O)CN2C(=O)C(C)Oc3ccccc32)C1 (stereo unspecified),2%,-1.8,71,0.9%,21%,0.4%,5%,-2%,3%,-0.1%,

# Among those listed so far, 2 have a nitro group on carbon:
SMILES,Siah-1 displacement,NTR1 agonist,NTR1 agonist cell count 20 µM,RSV antiviral HEp-2,AID2073,UTI89 phage lysis,Rac1 GTP hydrolysis,Dengue-2 NS5 capping,Large T inhibition,West Nile antiviral,others
O=[N+]([O-])c1ccc(/C=C/C2=NN(c3ccccc3)C(c3ccco3)C2)o1 (stereo unspecified),4%,.,.,.,49%,0.5%,2%,?,6%,-0.5%,
O=C(COC(=O)c1c[nH]c(=O)[nH]c1=O)Nc1cccc([N+](=O)[O-])c1,.,-1.5,51,1.2%,.,0.8%[50 µM],1%,7%,.,.,
